From PubChem BioAssay
NOD2 inhibition = NOD2 signaling inhibitors, cell-based, luminescence, uHTS, HEK293 (AID 1566); actives 0.63% (n = 290,000); one-dose inhibition, % at 4 µM; EC50 in µM for titrated hits; HEK293 NOD2/NF-kB luciferase reporter, luminescence; higher % means a stronger effect; note: many of its hits are not listed in these tables
NOD1 NF-kB reporter = NOD1 signaling inhibitors, primary screen, cell-based, luminescence, uHTS (AID 1578); actives 1% (n = 290,000); one-dose inhibition, % at 4 µM; EC50 in µM for titrated hits; NOD1-driven NF-kB luciferase reporter cells, luminescence; higher % means a stronger effect; in the data active = inhibition mostly above about 36%, no sharp cut-off; inactive = mostly below about 34%;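 note: HEK-293T reporter cells stimulated with the NOD1 agonist gamma-tri-DAP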
KOR beta-arrestin-1 = KOR agonists, beta-arrestin recruitment, primary screen, cell-based, luminescence, uHTS (AID 1777); Kappa-type opioid receptor (Homo sapiens); actives 0.02% (n = 280,000); activation, % at 10 µM, or EC50 in µM where a hit was titrated; KOR beta-arrestin recruitment, luminescence; higher % means a stronger effect; in the data active = activation above about 50%, passing the limit was not always enough; note: a part of the inactive calls stands beside numbers as strong as those of hits
XIAP antagonists = XIAP antagonists, biochemical, IAP family, fluorescence polarization (AID 1018). XIAP BIR domain, fluorescence polarization peptide displacement; higher % means a stronger effect. displacement, % at 20 µM, or IC50 in µM where a hit was titrated. actives 0.007% (n = 200,000). E3 ubiquitin-protein ligase XIAP (Homo sapiens); in the data active = displacement above about 50%; note: a part of the inactive calls stands beside numbers as strong as those of hits
LYP phosphatase = inhibitors of LYP phosphatase, biochemical, fluorescence intensity, uHTS (AID 1779); Tyrosine-protein phosphatase non-receptor type 22 (Homo sapiens); recombinant LYP phosphatase, fluorescence intensity; higher % means a stronger effect; inhibition, % at 11.5 µM; hits with a dose series show IC50 in µM; actives 0.054% (n = 290,000);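 note: plate controls were vehicle with enzyme for no effect and no enzyme for full effect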
human PMI inhibition = inhibitors of human PMI, primary screen, biochemical, fluorescence intensity, coupled assay (AID 1209); actives 0.42% (n = 190,000); one-dose inhibition, % at 20 µM; IC50 in µM for titrated hits; Mannose-6-phosphate isomerase (Homo sapiens); purified PMI enzyme, coupled fluorescence intensity; higher % means a stronger effect;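 note: plate controls were DMSO vehicle for no effect and wells lacking substrate for full effect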
KOR beta-arrestin-2 = KOR antagonists, beta-arrestin recruitment, cell-based, luminescence, uHTS (AID 1778). Kappa-type opioid receptor (Homo sapiens). actives 0.091% (n = 290,000). KOR beta-arrestin recruitment, luminescence, antagonist mode; higher % means a stronger effect. inhibition, % at 10 µM; hits with a dose series show IC50 in µM; note: strong numbers were not always called active
PMI inhibition = human PMI inhibitors, high substrate, primary screen, biochemical, fluorescence intensity, high mannose 6-phosphate (AID 1220); actives 0.66% (n = 190,000); recombinant PMI enzyme, coupled fluorescence intensity; higher % means a stronger effect; Mannose-6-phosphate isomerase (Homo sapiens); inhibition, % at 20 µM, or IC50 in µM where a hit was titrated
TNAP activators = human TNAP enzyme activators, primary screen, biochemical, luminescent, no phosphate acceptor, uHTS (AID 1001); one-dose activation fold at 20 µM; EC50 in µM for titrated hits; purified TNAP, luminescent activation assay, no phosphate acceptor; higher activation fold means a stronger effect; actives 0.03% (n = 200,000); Alkaline phosphatase, tissue-nonspecific isozyme (Homo sapiens); in the data active = activation fold from about 3, or a potency from the dose series; inactive = the rest, 99 in 100 with activation fold below about 1.6; note: many of its hits are not listed in these tables
The depositor's hits bear a star; . = not tested or not shown; & = joins results of further samples; [ ] = another dose, or the depositor's remark. Cut-off read from the data, not from the text of the source, unless noted: active = inhibition above about 50%; inactive = the rest. A portion of the library; the hit share may differ from the screen's.

SMILES	NOD2 inhibition	NOD1 NF-kB reporter	KOR beta-arrestin-1	XIAP antagonists	LYP phosphatase	human PMI inhibition	KOR beta-arrestin-2	PMI inhibition	TNAP activators
COc1ccc(OC)c(CNC(=O)c2coc(=O)c3ccccc23)c1	14%	-23%	-1.3%	-3.3%	-4%	-8%	-10%	-8%	1.1
CNc1nnc(CSc2nc(C)cc(C)n2)s1	8%	-23%	-4.2%	-3.6%	-7%	7%	17%	9%	1.1
Cc1ccc(Nc2ncc3c(n2)CC(C)CC3=O)c(C)c1 (stereo not given)	-116%	-6%	6.2%	.	0%	.	23%	.	.
O=C1CN(C(=O)COc2ccc(Cl)cc2Cl)c2ccccc2N1	12%	0%	-0.6%	.	-6%	.	5%	.	.
Cc1c(C)c2ccc(OCC(=O)Nc3nccs3)cc2oc1=O	-97%	26%	4.7%	.	-7%	.	2%	.	.
O=C(COc1ccccc1)NC1CCCN(Cc2ccccc2F)C1 (stereo not given)	-5%	-11%	4.3%	.	-6%	.	-24%	.	.
COC(=O)[C@H](Cc1ccccc1)NC(=O)N1CCCCC1	-2%	-4%	1.7%	.	6%	.	-39%	.	.
Cc1ccc([N+](=O)[O-])c(OCCN2CCCCCC2)c1	-2%	-12%	1.9%	-7.2%	-5%	10%	-43%	-5%	1.1
O=C(CCCN1CCC(NC(=O)c2ccccc2)CC1)c1ccc(Cl)cc1	15%	41%	2.4%	.	-7%	.	-61%[20 µM]	.	.
CC(O)c1cccc(NC(=O)CCCc2ccccc2)c1 (stereo not given)	2%	-31%	-7.5%	-3.8%	-4%	3%	-2%	9%	1.1

Quoted from the listing:
In LYP phosphatase, O=C1CN(C(=O)COc2ccc(Cl)cc2Cl)c2ccccc2N1 is listed with -6%
In NOD2 inhibition, Cc1c(C)c2ccc(OCC(=O)Nc3nccs3)cc2oc1=O is listed with -97%
In PMI inhibition, COc1ccc(OC)c(CNC(=O)c2coc(=O)c3ccccc23)c1 is listed with -8%
In TNAP activators, CC(O)c1cccc(NC(=O)CCCc2ccccc2)c1 (stereo not given) is listed with 1.1
In LYP phosphatase, COC(=O)[C@H](Cc1ccccc1)NC(=O)N1CCCCC1 is listed with 6%

The list goes on:
SMILES	NOD2 inhibition	NOD1 NF-kB reporter	KOR beta-arrestin-1	XIAP antagonists	LYP phosphatase	human PMI inhibition	KOR beta-arrestin-2	PMI inhibition	TNAP activators
O=C(Nc1ccc(Br)cc1)C(c1ccccc1)c1ccccc1	-12%	-23%	4.0%	2.3%	2%	-3%	-22%	-6%	1.1
O=C(c1ccccc1)N1CCN(CC#Cc2ccccc2)CC1	-22%	-85%	1.7%	-2.9%	2%	-9%	-38%	-3%	0.9
O=C(CCc1nc(-c2ccccc2F)no1)NCCc1ccccc1Cl	4%	12%	-3.6%	-8.5%	-10%	1%	1%	-7%	1.1
NC(=O)NCc1ccccc1Cl	-8%	-22%	-9.0%	-2.4%	-5%	5%	-4%	1%	1.1
CCn1c(SCC(=O)Nc2ccc3c(c2)OCCO3)nnc1-c1cccs1	17%	-19%	-6.9%	-1.5%	-9%	5%	-4%	5%	1.1
CCOC(=O)c1[nH]c2ccccc2c1NC(=O)COC	-2%	-2%	8.8%	-6.4%	-5%	3%	-8%	2%	1.1
CCOC(=O)C1=C(c2ccccc2)NC(=O)NC1c1cc(Cl)c(O)c(OC)c1 (stereo not given)	7%	-14%	-3.2%	-6.7%	-4%	4%	10%	20%	1.1
O=C(NCc1ccc2c(c1)OCO2)c1cccc([N+](=O)[O-])c1	-1%	-21%	-3.4%	0.2%	0%	13%	31%	11%	1.1
Nc1cc(-c2ccccc2)nn1S(=O)(=O)c1ccc(F)cc1	20%	26%	11%	-7.0%	-3%	12%	-27%	10%	1.2
CCN(CC)CCCNc1oc(-c2ccc(OC)c(OC)c2)nc1C#N	0%	7%	0.2%	-0.8%	-18%	7%	-59%	1%	1.1
Cc1ccc(-n2ncc3c2CC(C)(C)CC3NC(=O)CCn2cncn2)cc1 (stereo not given)	6%	-21%	-0.9%	.	-10%	.	23%	.	.
Cc1c(-c2cccs2)[n+](=O)c2c(n1[O-])CCC2	8%	4%	3.4%	-3.5%	4%	2%	9%	-4%	1.1
Cc1ccc(S(=O)(=O)N2CCN(CC(O)c3ccccc3)CC2)cc1C (stereo not given)	-23%	-15%	-2.0%	-4.8%	-1%	-8%	2%	-11%	1
O=C(Nc1ccc(F)cc1)c1ccc2ncsc2c1	-7%	1%	-4.0%	.	-5%	.	-2%	.	.
O=[N+]([O-])c1ccccc1S(=O)(=O)NCCc1ccncc1	4%	-18%	-6.5%	2.0%	-8%	-12%	7%	-9%	1.2
Cc1cc(N2CCN(c3ccccc3)CC2)nc2ccccc12	1%	-7%	6.2%	.	-8%	.	-29%[20 µM]	.	.
COC(=O)C1=C(C)N(Cc2ccccc2)C(=NCCCCO)N[C@H]1c1ccccc1	10%	-13%	-4.2%	.	-13%	.	-26%[20 µM]	.	.
Cc1ccc(CSc2nc3nc(C)cc(C)c3c(=O)[nH]2)cc1	3%	-24%	0.8%	-4.0%	1%	-1%	10%	4%	1
CC(C)C(=O)Nc1cc(=O)[nH]c2ncnn12	6%	14%	3.8%	-3.7%	-8%	-6%	20%	-2%	1.1
NC(=O)Cn1cc(/C=N\NS(=O)(=O)c2ccccc2)c2ccccc21	-9%	-32%	-4.0%	.	2%	.	-11%	.	.
Cc1occc1C(=O)NNC(=O)C1CC1	7%	-26%	-4.6%	-8.3%	-2%	3%	6%	9%	1
O=C(NCCc1ccccc1)c1ccc(Cl)nc1	-52%	-25%	-8.8%	-2.6%	-3%	-6%	7%	-8%	1.1
O=C(COn1nnc2ccc(Cl)cc21)Nc1ccc(F)cc1	3%	-22%	0.3%	-0.6%	5%	-2%	-4%	-3%	1
COc1cccc(CN(C(=O)c2cnccn2)C(C(=O)NC2CCCCC2)c2cc(OC)c(OC)c(OC)c2)c1 (stereo not given)	-6%	-20%	-4.0%	.	-6%	.	-1%	.	.
COc1ccc2[nH]c(=O)c(CN(CCO)C(=O)NCc3ccccc3)cc2c1	19%	-2%	5.6%	-3.4%	-7%	6%	22%	4%	1.1
c1ccc(-c2nnc(-c3ccccc3)c(-c3c[nH]c4ccccc34)n2)cc1	-10%	-21%	4.8%	1.2%	-5%	-5%	-28%	-7%	1.1
CCN(c1ccccc1)c1ncnc2c1cnn2-c1ccccc1	-54%	-70%	8.5%	-5.6%	-5%	14%	-1%	17%	1.1
COc1ccc(NC(=O)c2ccccc2NC(=O)C2CC=CCC2C(=O)O)cc1 (stereo not given)	-15%	-19%	-4.0%	.	0%	.	-14%	.	.
COc1cc(CN2CCN(c3ccccc3C)CC2)cc([N+](=O)[O-])c1O	-18%	-26%	2.5%	-1.9%	3%	-3%	-18%	12%	0.9
COc1ccc(-c2nc(CN3CCC(C(=O)NCC4CCCO4)CC3)c(C)o2)cc1OC (stereo not given)	6%	-16%	-2.4%	.	-8%	.	-28%	.	.
COc1cc(/C=N/NC(=O)c2cccc([N+](=O)[O-])c2)ccc1OCc1ccccc1	2%	-4%	10%	1.2%	-3%	-6%	11%	-12%	1.1
COc1ccc(CN2CCNC(=O)C2CC(=O)NC2Cc3ccccc3C2)c(OC)c1 (stereo not given)	-11%	-29%	.	-4.0%	-4%	0%	-53%[20 µM]	12%	1.1
O=C(COC(=O)CCc1ccc(S(=O)(=O)N2CCOCC2)cc1)NC(=O)NC1CCCCC1	7%	-18%	-4.0%	-4.4%	-6%	5%	10%	8%	1
COc1ccc2nc(Nc3nc4cc5c(cc4s3)OCO5)sc2c1	-70%	-24%	-2.2%	-4.4%	-3%	-6%	-2%	-5%	2.7
CCOC(=O)C1CCCN(C(=O)Cn2nc(C)n3nc(-c4ccccc4)cc3c2=O)C1 (stereo not given)	-1%	-38%	-3.6%	.	-9%	.	-8%	.	.
CC1(C)Cc2ccccc2-c2nc(-c3ccccc3)oc(=O)c21	17%	2%	11%	-6.2%	2%	-3%	-23%	-1%	1
CCN(CC)CCNC(=O)c1ccc(NC(C)=O)cc1	4%&6%	39%&-8%	-0.6%&3.0%	-6.9%	-8%&-1%	11%	-14%&-8%	17%	1.1
c1cncc(COC2CCCN(Cc3nc(-c4cccs4)no3)C2)c1 (stereo not given)	10%	-24%	-1.5%	-2.3%	-8%	16%	-10%	7%	1.1
COC(=O)c1sc(NC(=O)COc2cccc(C)c2)nc1C	-31%	-44%	1.3%	1.0%	-5%	2%	32%	2%	1.1
CCOc1ccc(OCC)c(NC(=O)CN2CCN(CC(=O)NC(C)C)CC2)c1	-22%	-4%	1.1%	.	1%	.	3%	.	.

Single records, from the list above. Order of values: NOD2 inhibition	NOD1 NF-kB reporter	KOR beta-arrestin-1	XIAP antagonists	LYP phosphatase	human PMI inhibition	KOR beta-arrestin-2	PMI inhibition	TNAP activators
COc1cc(/C=N/NC(=O)c2cccc([N+](=O)[O-])c2)ccc1OCc1ccccc1 across the screens: 2%	-4%	10%	1.2%	-3%	-6%	11%	-12%	1.1
O=C(COC(=O)CCc1ccc(S(=O)(=O)N2CCOCC2)cc1)NC(=O)NC1CCCCC1 across the screens: 7%	-18%	-4.0%	-4.4%	-6%	5%	10%	8%	1

Next compounds.
SMILES	NOD2 inhibition	NOD1 NF-kB reporter	KOR beta-arrestin-1	XIAP antagonists	LYP phosphatase	human PMI inhibition	KOR beta-arrestin-2	PMI inhibition	TNAP activators
NC(=O)Nc1ccccc1C(=O)NCCc1ccccc1	19%	2%	-3.1%	-3.4%	65%*	3%	-22%	7%	1
CC(=O)Nc1c(C(=O)O)oc2ccccc12	10%	-12%	5.4%	2.9%	1%	-2%	-2%	-1%	1.1
COc1ccc(-n2c(SC(C)C(=O)N3CCOCC3)nc3ccccc3c2=O)cc1 (stereo not given)	10%	-19%	-1.0%	.	-5%	.	-10%	.	.
COCCN1CC(C(=O)NCc2ccccc2-n2ccnc2C)CCC1=O (stereo not given)	-4%	-16%	-4.7%	.	-6%	.	3%	.	.
Cc1cccn2c(=O)c3cc(C#N)c(=NC(=O)c4ccco4)n(Cc4ccco4)c3nc12	12%	3%	-4.7%	.	-14%	.	7%	.	.
C/C(=N\Nc1nc(N2CCOCC2)nc(N2CCOCC2)n1)c1cccc([N+](=O)[O-])c1	-4%	-39%	4.3%	-4.7%	2%	-12%	-18%	-9%	1
N=c1c(S(=O)(=O)c2ccc(Br)cc2)cc2c(=O)n3ccccc3nc2n1Cc1ccccc1	-41%	3%	-5.4%	.	-5%	.	-10%	.	.
O=C(NCc1ccc2c(c1)OCO2)C1CC(=O)N(c2ccc(O)cc2)C1 (stereo not given)	10%	-16%	-2.1%	-2.1%	-11%	4%	-4%	4%	1.2
O=C(NCc1ccc(Cl)cc1)C1CCCCN1S(=O)(=O)c1ccccc1 (stereo not given)	-33%	53%	-3.5%	.	-8%	.	-15%	.	.
CCN(CC)S(=O)(=O)c1cccc(C(=O)N/N=C(\C)c2ccc(O)cc2O)c1	4%	-12%	-0.4%	0.6%	-2%	-1%	10%	-11%	2.7
O=C(CSc1ccccc1)N1CCC(N2CCC(C(=O)N3CCCC3)CC2)CC1	2%	-40%	3.3%	-22%	-6%	0%	-37%	5%	1
CC(NC(=O)CCCN1C(=O)c2ccccc2C1=O)c1ccc2c(c1)CCCC2 (stereo not given)	18%	-5%	-3.2%	-8.8%	-12%	12%	-18%	-5%	1.1
COc1ccccc1C(=O)Nc1ccnn1C1CCN(C/C=C/c2ccccc2)CC1	6%	-6%	-1.0%	.	-5%	.	21%	.	.
